Screens from PubChem BioAssay.
p53null 32C kill = kills p53 null cells at the permissive temperature; AID 903; H1299-neo p53 null cells, ATP luminescence, 24 h, 32C; Potency, µM (series often up to 46.1 µM), for inactives: at the top dose activity change, negative = cytotoxicity, usual class: cytotoxic; 55,000 tested, 0.62% active;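 further: potency means the concentration at half of the fitted maximal effect; 0% = DMSO only and -100% = full killing by 100 µM tamoxifen; nearly all actives have a fitted effect of over 55% in size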
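Cells lacking p53 (H1299-neo) are plated at 600 per well and allowed to settle overnight at 37C. Test compounds (up to 46 uM) are added and held 24 hours at 32C, then ATP is quantified by luminescence.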
PTAP-TSG101 blk = blocks PTAP binding to human TSG101, validation | Fluorescence polarization, FITC-PTAP peptide/Tsg101, 20 min | Q99816 | 44,000 tested, under 10 active | Potency, µM (series often up to 115 µM), without a hit: top-dose activity change, negative = inhibition, most hits filed as inhibitors; further: potency means the concentration at half of the fitted maximal effect; 0% is about no effect
Target sequence (Q99816 whole entry, looked up): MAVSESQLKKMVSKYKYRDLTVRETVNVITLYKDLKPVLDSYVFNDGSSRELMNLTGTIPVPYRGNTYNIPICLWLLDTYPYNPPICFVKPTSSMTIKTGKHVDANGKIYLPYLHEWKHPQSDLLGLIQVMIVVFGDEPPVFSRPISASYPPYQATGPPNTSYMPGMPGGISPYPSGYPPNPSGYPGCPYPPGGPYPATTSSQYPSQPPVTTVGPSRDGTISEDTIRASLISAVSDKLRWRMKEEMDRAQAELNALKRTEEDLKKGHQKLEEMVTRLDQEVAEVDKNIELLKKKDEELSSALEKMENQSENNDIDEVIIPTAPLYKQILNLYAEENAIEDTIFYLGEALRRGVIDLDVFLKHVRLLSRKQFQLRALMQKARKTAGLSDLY
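qHTS FP binding, 20 min r.t.: 10 uM Tsg101 domain + 50 nM FITC-PTAP peptide, pH 7.5 HEPES buffer with TCEP and EDTA.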
GALK inhibitor = GALK (human) enzyme inhibition. recombinant GALK, Kinase-Glo ATP luminescence, 1 h. AID 1347072. Potency, µM (titrated, usually from 57.5 µM), without a hit: at the highest dose activity, negative = inhibition, most hits filed as inhibitors. 44,000 tested, under 10 active;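 further: plate controls were full GALK reaction for no effect and reaction lacking GALK for full effect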
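Compounds were pinned into ATP buffer, then GALK-galactose mix was added (final 5 nM enzyme, 35 uM ATP, 100 uM galactose, pH 8.0). After 1 h at room temperature, Kinase-Glo Plus was added and luminescence read.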
p53null 39C kill = kills p53 null cells at the nonpermissive temperature; 55,000 tested, 0.97% active; H1299 p53-null (neo) cells, 39C, ATPlite viability, 24 h; Potency, µM (doses to about 46.1 µM), without a hit: at the top dose activity, negative = cell killing, usual class: cytotoxic; AID 904;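 further: potency means the concentration at half of the fitted maximal effect; 0% = DMSO only and -100% = full killing by 100 µM tamoxifen; nearly all actives have a fitted effect of over 50% in size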
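H1299 lung cancer cells, p53-null (H1299-neo) or expressing p53 A138V (H1299-p53A138V), were plated overnight at 37C, then exposed to compounds at up to 46 uM for 24 hr at 39C. Viability was read by ATP-based luminescence.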
NTMT1 inhibitor = inhibitors of human N-terminal methyltransferase NTMT1. Potency, µM (series often up to 114 µM), inactives show at the highest dose activity change, negative = inhibition, usual class: inhibitors. NTMT1 MTase-Glo SAH luminescence, purified enzyme. 59,000 tested, 2.5% active. AID 1645870. Q9BV86;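 further: potency means the concentration at half of the fitted maximal effect; plate controls were DMSO vehicle for no effect and no enzyme for full effect; nearly all actives have a fitted effect of over 65% in size; many of its hits are not listed in these tables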
Target sequence (Q9BV86 whole entry, looked up): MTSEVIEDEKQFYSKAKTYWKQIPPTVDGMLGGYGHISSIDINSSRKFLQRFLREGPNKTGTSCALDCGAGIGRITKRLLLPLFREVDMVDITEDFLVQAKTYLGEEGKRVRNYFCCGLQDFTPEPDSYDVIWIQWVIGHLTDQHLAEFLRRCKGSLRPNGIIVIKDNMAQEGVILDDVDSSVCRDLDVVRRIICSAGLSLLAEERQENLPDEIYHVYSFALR
FH mod = Identification of activators of human fumarate hydratase by quantitative high-throughput screening | Fumarate hydratase, mitochondrial (Homo sapiens), P07954 | FH coupled MDH/diaphorase resazurin fluorescence, 15 min | Potency, µM (doses to about 79.9 µM), for inactives: at the top dose activity change, negative = inhibition, hits mostly inhibitors | 54,000 tested, 0.22% active | AID 1347055, 2019; further: potency means the concentration at half of the fitted maximal effect; on the % scale 0 is the no-effect control and ±100 the full control effect; the screen sought activators but most active calls are inhibition curves; nearly all actives have a fitted effect of over 45% in size
B2AR arrestin ag = agonists recruiting beta-arrestin to human beta2-adrenergic receptor | P07550 | HTLA Tango cells, beta-arrestin recruitment, luciferase luminescence, 18 h | Potency, µM (doses to about 46.1 µM), inactives show top-dose activation, actives largely listed as activators | 44,000 tested, under 10 active;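 further: potency means the concentration at half of the fitted maximal effect; 0% = DMSO and full agonism = EC100 isoproterenol or metaproterenol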
Target sequence (P07550 whole entry, looked up): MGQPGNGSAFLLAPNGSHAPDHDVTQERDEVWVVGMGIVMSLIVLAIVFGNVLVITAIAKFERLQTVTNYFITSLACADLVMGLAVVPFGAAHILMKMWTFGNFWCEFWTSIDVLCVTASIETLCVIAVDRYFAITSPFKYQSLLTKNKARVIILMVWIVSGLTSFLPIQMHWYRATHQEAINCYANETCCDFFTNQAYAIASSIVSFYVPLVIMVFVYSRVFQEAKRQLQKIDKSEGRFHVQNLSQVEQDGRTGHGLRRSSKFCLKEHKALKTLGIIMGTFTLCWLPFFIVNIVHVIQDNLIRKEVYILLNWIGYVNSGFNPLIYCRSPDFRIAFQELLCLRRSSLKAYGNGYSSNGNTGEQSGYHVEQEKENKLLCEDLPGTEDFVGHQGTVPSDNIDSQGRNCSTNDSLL
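First, Tango cells carrying beta2-AR and beta-arrestin fusions received compound up to 46 microM. After 18 hr at 37 degrees C, luciferase substrate was added for 15 minutes, then luminescence gave %Activity for curve fitting.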
* hit, by the source's call; ? = inconclusive; [ ] = remark or other dose. The call rests on the fitted dose curve; in most records, active means well fitted curve in the direction sought with a large enough effect; inconclusive means small, poorly fitted or top-dose-only effect, or another doubt; inactive means no such curve, though single readings can be large; an effect the other way counts as inactive or inconclusive. Some of the compounds tested (hit frequency here may not be typical).

SMILES | p53null 32C kill | PTAP-TSG101 blk | GALK inhibitor | p53null 39C kill | NTMT1 inhibitor | FH mod | B2AR arrestin ag
CC(=O)N1CCc2c(sc3c2c(=O)n(Cc2ccccc2)c(=O)n3CC(=O)Nc2ccc(C)c(F)c2)C1 | 8% | 0% | -7% | -2% | 12% | -16% | 0%
COc1ccc(C2CC(=O)Nc3cc4c(cc32)OCO4)c(OC)c1 (centres undefined) | 28% | -1% | 3% | -21% | 0% | -1% | -1%
COc1ccc(N(Cc2cccs2)C(=O)Nc2cccc(Cl)c2)cc1 | 2% | -1% | ? | 5% | 7% | -15% | -2%
Cc1nc(-c2ccc(S(=O)(=O)NCc3ccc(OC(C)C)cc3)cc2)co1 | 7% | 1% | 2% | 61%[activator] | 0% | 1% | -1%
CCOc1ccccc1NS(=O)(=O)c1ccc(N2CCCCS2(=O)=O)cc1 | -8% | 0% | 1% | -17% | 3% | -7% | 0%
Cc1cccc(-n2ccnc2SCC(=O)Nc2nc3ccccc3s2)c1 | -4% | -5% | 1% | -6% | 0% | 3% | 0%
CCc1ccccc1NC(=O)c1ncoc1-c1ccco1 | -3% | -7% | -3% | -5% | 1% | -9% | 1%
CSc1ccc(CCNC(=O)C2CCCN(S(=O)(=O)N(C)c3ccc(F)cc3)C2)cc1 (centres undefined) | 8% | -3% | 0% | 2% | 11% | -4% | -1%
CCc1ccc(C(=O)c2cn(CC(=O)Nc3ccc(OC)c(Cl)c3)c3nc(C)ccc3c2=O)cc1 | 1% | 3% | 3% | -23% | -23% | -4% | 2%
Cc1ccccc1OCC(=O)N(Cc1ccc(N(C)C)cc1)CC1CCCO1 (centres undefined) | -2% | -4% | -3% | -13% | -7% | -8% | -1%
CC(=O)c1ccc(NC(=O)c2c3c(nc4ccccc24)C(=O)N(C2CCCCC2)C3)cc1 | -11% | 2% | 0% | -7% | -5% | 7% | 0%
Cc1ccccc1Nc1c(-c2ccc(Cl)cc2)nc2c(C)cccn12 | 1% | -1% | 2% | 14% | 11% | -8% | 0%
CC(C)CCn1c(=O)c2cccnc2n(CC(=O)Nc2ccccc2)c1=O | -7% | 3% | ? | 1% | 9% | -3% | 0%
Cc1cccc(OCc2nc(C#N)c(NCc3ccccc3Cl)o2)c1 | 51%[activator] | 0% | 0% | ? | 4% | -29% | 0%
CNc1oc(-c2ccc(COc3ccc(C)cc3)o2)nc1C#N | 6% | 0% | 1% | ? | 12% | -2% | -4%
COc1ccc(Nc2c(-c3ccccn3)nc3ccc(Cl)cn23)cc1 | -19% | 1% | 6% | ? | 7% | ? | 1%
O=C(Cn1ccn(-c2ccc(F)c(F)c2)c(=O)c1=O)c1ccc(F)cc1 | 5% | 7% | -2% | -12% | -2% | 1% | 1%
CCc1ccc(-n2nc(C)c3c(C)cc(=O)n(CC(=O)Nc4cc(Cl)ccc4OC)c32)cc1 | -1% | -3% | 2% | 6% | -4% | 1% | -1%
Cc1ccc(CNC(=O)CN2C(=O)CC(c3ccc(C)c(C)c3)=Nc3ccccc32)cc1 | -15% | 5% | 2% | -7% | -2% | -3% | 0%
COCCn1c(C)cc(O)c(C(c2ccccc2)N2CCC(C)CC2)c1=O (centres undefined) | -1% | 1% | -10% | 22% | -7% | 6% | -1%
COc1ccc(S(=O)(=O)NCC(c2ccco2)N2CCOCC2)cc1OC (centres undefined) | -2% | -6% | 0% | 1% | 12% | -2% | -4%
CCOC(=O)c1ccc(NC(=O)c2ccc(CN3C(=O)CCn4nc(C)cc43)cc2)cc1 | -1% | 11% | 1% | 33%[activator] | 9% | 9% | -1%
Cc1ccc(S(=O)(=O)N(CCc2ccccc2)CC(=O)Nc2cc(C)ccc2C)cc1 | 4% | -11% | 1% | 3% | 11% | -17% | -2%
COc1ccc(Nc2nc3cc(Cl)c(Cl)cc3n3cnnc23)cc1Cl | -3% | 6% | -8% | -11% | -17% | 9% | -2%
COc1ccc(/C=C/c2nc(C#N)c(NCCc3ccc(OC)c(OC)c3)o2)cc1OC | -2% | -1% | -5% | -9% | -4% | ? | -2%
Cc1ccc(-n2c(=O)c3c(cnn3C)n(CC(=O)Nc3cc(C)ccc3C)c2=O)cc1 | 10% | -1% | 7% | -4% | 0% | -2% | -1%
COc1ccccc1NC(=O)CSC1=Nc2ccccc2C2=NC(CCC(=O)NCc3ccco3)C(=O)N12 (centres undefined) | -12% | -1% | 1% | 22% | 13% | 0% | -1%
CCc1ccc(-n2nnc(-c3nsc(NC(=O)c4ccccc4Cl)n3)c2C)cc1 | 38%[activator] | 2% | -2% | 8% | -2% | 5% | 0%
Cc1cccc(Nc2nc(Nc3cccc(C)c3)nc(N3CCOCC3)n2)c1 | -6% | -4% | 1% | 2% | 10% | ? | -2%
COc1cc(OC)cc(C(=O)Nc2cc3c(cc2N2CCCC2)n(C)c(=O)c(=O)n3C)c1 | -10% | 1% | -1% | 10% | -5% | ? | -1%

Just GALK inhibitor (2 entries from above):
SMILES,GALK inhibitor
Cc1ccccc1OCC(=O)N(Cc1ccc(N(C)C)cc1)CC1CCCO1 (centres undefined),-3%
CC(=O)c1ccc(NC(=O)c2c3c(nc4ccccc24)C(=O)N(C2CCCCC2)C3)cc1,0%

Next section
SMILES | p53null 32C kill | PTAP-TSG101 blk | GALK inhibitor | p53null 39C kill | NTMT1 inhibitor | FH mod | B2AR arrestin ag
CC(=O)c1ccc(NC(=O)CN(C)S(=O)(=O)c2cccc3nsnc23)cc1 | 1% | -6% | 2% | -5% | -2% | 0% | -2%
Cc1ccc(-c2noc(CNC(=O)c3ccc(Br)o3)n2)cc1 | -4% | -2% | 2% | -3% | -5% | -18% | ?
Cc1cc(C)cc(C(=O)N(Cc2nc(-c3ccc(Cl)cc3)no2)C(C)C)c1 | -3% | -5% | 8% | -8% | 5% | -12% | 1%
COc1ccc(C)cc1NS(=O)(=O)c1c(C(=O)N2CCCCCC2)c(C)n(C)c1C | -1% | 0% | 0% | -9% | 8% | 3% | 2%
O=C(NCC(c1cccnc1)N1CCc2ccccc2C1)C(=O)Nc1ccc(Cl)cc1 (centres undefined) | 1% | -1% | 0% | ? | 1% | -12% | 1%
COc1ccccc1CN1CCC(CNC(=O)c2cnn(-c3cccc(Cl)c3)c2C2CCN(C(=O)OC(C)(C)C)CC2)CC1 | 16% | -6% | -1% | -23% | -2% | -14% | -1%
CC(NC(=O)Nc1cc(Cl)ccc1Cl)c1c(-n2cccc2)sc2c1CCCC2 (centres undefined) | -2% | -5% | 2% | -6% | 4% | -9% | 7%
CCCC(=O)c1cc2c(cc1NC(=O)c1ccccc1F)OCCO2 | 2% | 0% | 0% | 4% | 8% | -2% | -1%
CC(C)N(C)C1CCN(S(=O)(=O)c2ccc3[nH]c(=O)ccc3c2)CC1 | 5% | 0% | -1% | 16% | -12% | 3% | 0%
COCCCNC(=O)Nc1cc(C(=O)NCc2ccc(OC)cc2)ccc1N1CCCC1 | 2% | -3% | -2% | -9% | 8% | 2% | 0%
CCc1ccc(S(=O)(=O)c2nnn3c2nc(N2CCC(C(N)=O)CC2)c2cc(Cl)ccc23)cc1 | 9% | -6% | -3% | ? | 13% | -16% | 1%
Cc1ccc2c(c1)C(c1ccc(F)cc1)N(C(=O)COc1ccc(Cl)cc1Cl)CC(=O)N2 (centres undefined) | 25% | -9% | 6% | 45%[activator] | 5% | -30% | 1%
CCc1ccc(CN(Cc2ccco2)C(=O)c2cc(-c3ccc(Cl)cc3)on2)cc1 | -11% | -2% | -7% | 0% | 7% | -16% | -4%
COC(=O)c1ccccc1NC(=O)c1cnc2c(-c3cccc(C)c3)c(C)nn2c1C | -11% | 1% | 0% | -22% | 3% | -5% | 0%
Cc1ccc(OCC(=O)Nc2nnc(SCc3cc(=O)c4ccccc4[nH]3)s2)cc1 | 7% | 0% | -6% | -6% | 9% | -4% | 0%
O=[N+]([O-])c1ccc(C(c2sc3nc(-c4ccco4)nn3c2O)N2CCN(c3cccc(Cl)c3)CC2)cc1 (centres undefined) | 32%[activator] | -2% | -4% | 0% | 4% | ? | -2%
CCOc1ccc(NC(=O)N2CCC(C(N)=O)(N3CCCCC3)CC2)cc1 | -2% | 1% | -6% | 5% | 4% | 4% | -3%
COC(=O)c1sc2cccc(F)c2c1S(=O)(=O)NC(C)c1ccccc1 (centres undefined) | 1% | 0% | 1% | -3% | -1% | -19% | 0%
CCOc1ccc(NC(=O)CC2C(=O)N(c3ccc(F)cc3)C(=O)N2CCc2sccc2C)cc1 (centres undefined) | 0% | -3% | -8% | 18% | 19% | -16% | -1%
CCOC(=O)c1[nH]c(C)c(CCC(=O)NCc2ccc(CC)cc2)c1C | 6% | 1% | 4% | -13% | 17% | 2% | 1%
CCOC(=O)c1c(S(=O)(=O)N2CCCC(C(=O)N3CCN(c4cc(C)ccc4C)CC3)C2)c(C)n(C)c1C (centres undefined) | -4% | -2% | ? | 14% | 2% | -12% | -1%

Molecules shown so far that contain a furan ring, fused or not:
SMILES | p53null 32C kill | PTAP-TSG101 blk | GALK inhibitor | p53null 39C kill | NTMT1 inhibitor | FH mod | B2AR arrestin ag
CCc1ccccc1NC(=O)c1ncoc1-c1ccco1 | -3% | -7% | -3% | -5% | 1% | -9% | 1%
CNc1oc(-c2ccc(COc3ccc(C)cc3)o2)nc1C#N | 6% | 0% | 1% | ? | 12% | -2% | -4%
COc1ccc(S(=O)(=O)NCC(c2ccco2)N2CCOCC2)cc1OC (centres undefined) | -2% | -6% | 0% | 1% | 12% | -2% | -4%
COc1ccccc1NC(=O)CSC1=Nc2ccccc2C2=NC(CCC(=O)NCc3ccco3)C(=O)N12 (centres undefined) | -12% | -1% | 1% | 22% | 13% | 0% | -1%
Cc1ccc(-c2noc(CNC(=O)c3ccc(Br)o3)n2)cc1 | -4% | -2% | 2% | -3% | -5% | -18% | ?
CCc1ccc(CN(Cc2ccco2)C(=O)c2cc(-c3ccc(Cl)cc3)on2)cc1 | -11% | -2% | -7% | 0% | 7% | -16% | -4%
O=[N+]([O-])c1ccc(C(c2sc3nc(-c4ccco4)nn3c2O)N2CCN(c3cccc(Cl)c3)CC2)cc1 (centres undefined) | 32%[activator] | -2% | -4% | 0% | 4% | ? | -2%
